KCNQ2 inh = KCNQ2 potassium channel inhibitors, primary screen, cell-based, CHO-K1, FluxOR thallium flux, B-score (AID 2156); O88943; 20 min; hits give low values; B-score at 10 µM; hit rate 1.1% among 310,000;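 active = fluorescence ratio B-score at most minus 3 library SDs, with starting brightness B-score within 2 library SDs, cut at about -5.5 in these data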
Kir21 inh = inhibitors of mouse Kir2.1 inward-rectifier potassium channel. hit rate 0.85% among 310,000. HEK293-Kir2.1, FluxOR thallium flux fluorescence; hits give low values. P35561. B-score at 10 µM;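 active = fluorescence ratio B-score at or below minus 3 SD of library scores, with starting-brightness B-score within 2 SD, cut at about -4.2 in these data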;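 note: channel flux triggered by added potassium and thallium sulfate stimulus; B-score of peak minus minimum fluorescence over baseline after thallium stimulus; more negative B-score means stronger Kir2.1 block with less thallium influx; some compounds called inactive have numbers as strong as hits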
Target sequence (P35561 whole entry, looked up): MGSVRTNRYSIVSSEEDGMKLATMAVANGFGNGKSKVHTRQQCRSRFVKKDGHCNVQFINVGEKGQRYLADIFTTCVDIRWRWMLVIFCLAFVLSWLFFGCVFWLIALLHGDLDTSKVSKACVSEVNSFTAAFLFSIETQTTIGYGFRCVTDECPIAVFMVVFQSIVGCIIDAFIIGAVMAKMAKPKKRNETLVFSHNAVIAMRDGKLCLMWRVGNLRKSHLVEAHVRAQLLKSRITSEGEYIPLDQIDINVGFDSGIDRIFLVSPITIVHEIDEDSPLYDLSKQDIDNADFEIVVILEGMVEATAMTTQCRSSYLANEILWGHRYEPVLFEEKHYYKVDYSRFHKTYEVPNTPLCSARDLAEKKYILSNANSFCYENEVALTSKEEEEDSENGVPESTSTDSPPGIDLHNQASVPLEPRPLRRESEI
Active calls of the source: *.

What do the screens show for `Cc1cc2ncn(S(=O)(=O)N3CCCCC3)c2cc1C`?
KCNQ2 inh: inactive; Kir21 inh: -0.09

How did COc1ccc(C(C)NC(=O)c2ccoc2C)cc1OC (stereo not given) do in these assays?
KCNQ2 inh: inactive; Kir21 inh: 0.93

Results for Cc1ccc(C)c(OCc2cc(C(=O)NC3CCN(Cc4ccccc4)CC3)no2)c1 ?
KCNQ2 inh: inactive; Kir21 inh: -3.2

What do the screens show for `Cc1ccc(C)c(S(=O)(=O)N(C(=O)c2ccncc2)c2ccc(OC(=O)c3ccncc3)cc2)c1`?
KCNQ2 inh: inactive; Kir21 inh: 0.04

Results for COC(=O)C(NC(=O)c1ccc(C)cc1)(Nc1cccc(C)n1)C(F)(F)F (stereo not given) ?
KCNQ2 inh: inactive; Kir21 inh: 1.6

Results for COc1ccc(OCC(O)CNS(=O)(=O)c2cccc(Cl)c2)cc1 (stereo not given) ?
KCNQ2 inh: inactive; Kir21 inh: -0.03

Results for CCC(CO)n1c(SCc2cc([N+](=O)[O-])cc3c2OCOC3)nc2ccccc2c1=O (stereo not given) ?
KCNQ2 inh: inactive; Kir21 inh: -1.5

Results for COc1ccc(-c2cn(-c3ccc(Br)cc3)c3[n+]2CCS3)cc1 ?
KCNQ2 inh: inactive; Kir21 inh: -0.73

What do the screens show for `CC(C)(C)N1[C@@H](CC(=O)O)c2cc(C(F)(F)F)ccc2S1(=O)=O`?
KCNQ2 inh: inactive; Kir21 inh: 1

Results for CCC(C(=O)NCc1ccc(F)cc1)N(Cc1ccco1)C(=O)c1snc(C(N)=O)c1N (stereo not given) ?
KCNQ2 inh: inactive; Kir21 inh: -0.22

How did Cc1ccc(C(=O)COC(=O)c2cc(Cl)nc3ccccc23)cc1C do in these assays?
KCNQ2 inh: inactive; Kir21 inh: -0.32

Results for Cc1cc(C)n(-c2ccc(C(=O)O)cc2[N+](=O)[O-])n1 ?
KCNQ2 inh: inactive; Kir21 inh: -0.07

Results for Cc1cc(C(=O)CCC(=O)NC(C)c2ccc(S(N)(=O)=O)cc2)c(C)s1 (stereo not given) ?
KCNQ2 inh: inactive; Kir21 inh: -1.1

How did COc1ccc(-n2nc(C(=O)NCC(=O)NCCCN3CCC(C)CC3)c3ccccc3c2=O)cc1Cl do in these assays?
KCNQ2 inh: inactive; Kir21 inh: -0.36

How did Cc1cc(Br)ccc1NC(=O)CNC(=O)Cc1ccc(S(=O)(=O)N2CCOCC2)s1 do in these assays?
KCNQ2 inh: inactive; Kir21 inh: 0.87

What do the screens show for `COc1ccccc1NS(=O)(=O)c1ccc(Br)s1`?
KCNQ2 inh: inactive; Kir21 inh: 0.2

How did CN1CCc2nc3sc(C(=O)NCc4ccccc4)c(N)c3cc2C1 do in these assays?
KCNQ2 inh: inactive; Kir21 inh: 0.13

What do the screens show for `CC(C)CCn1cnc2c1c(=O)n(C)c(=O)n2C`?
KCNQ2 inh: inactive; Kir21 inh: 0.01

Results for COc1ccc(/C=C/C(=O)OCn2c(SC)nnc(C)c2=O)cc1OC ?
KCNQ2 inh: inactive; Kir21 inh: 0.21

Results for Cc1nc(NCCc2ccc(Cl)cc2)c2nnn(Cc3ccccc3)c2n1 ?
KCNQ2 inh: inactive; Kir21 inh: 1.2

How did CC(=O)Nc1ccc(S(=O)(=O)Nc2nc3ccccc3nc2N2CCCCCC2)cc1 do in these assays?
KCNQ2 inh: inactive; Kir21 inh: 1.1

Results for COc1nc(-c2ccccc2)nc(C)c1CC(=O)O ?
KCNQ2 inh: inactive; Kir21 inh: -0.05

How did CC(NCCC1(Cc2ccccc2Cl)CCOC(C)(C)C1)c1cccs1 (stereo not given) do in these assays?
KCNQ2 inh: inactive; Kir21 inh: -4.9*

Results for Cc1ccccc1NS(=O)(=O)c1cc(C(=O)Nc2cccc(N(C)S(C)(=O)=O)c2)ccc1C ?
KCNQ2 inh: inactive; Kir21 inh: 0.22

Results for O=C(NCCc1ccccn1)c1ccc(OC2CCN(Cc3ccccn3)CC2)cc1 ?
KCNQ2 inh: inactive; Kir21 inh: 0.25

What do the screens show for `O=C(CCCOc1ccc(Cl)cc1Cl)NCCCn1ccnc1`?
KCNQ2 inh: inactive; Kir21 inh: -1.4

How did O=C(Nc1ccc(Cl)cc1)N1CCC(CO)(Cc2ccccc2)CC1 do in these assays?
KCNQ2 inh: inactive; Kir21 inh: -0.48

Results for CC1=C(C(N)=O)C(c2ccccn2)n2nc(-c3ccccc3Cl)nc2N1 (stereo not given) ?
KCNQ2 inh: inactive; Kir21 inh: 0.61

Results for c1nc2n(n1)C1=C(CCCC1)C1(CCCCC1)N2 ?
KCNQ2 inh: inactive; Kir21 inh: 1.6

What do the screens show for `CCOC(=O)c1c(COc2ccccc2)oc2ccc(O)cc12`?
KCNQ2 inh: inactive; Kir21 inh: -0.72

By substructure: those above with a nitro group on carbon.
Results for CCC(CO)n1c(SCc2cc([N+](=O)[O-])cc3c2OCOC3)nc2ccccc2c1=O (stereo not given) ?
KCNQ2 inh: inactive; Kir21 inh: -1.5

Results for Cc1cc(C)n(-c2ccc(C(=O)O)cc2[N+](=O)[O-])n1 ?
KCNQ2 inh: inactive; Kir21 inh: -0.07

The list goes on.
Results for O=C(N/N=C/C(Br)=C/c1ccccc1)c1cccs1 ?
KCNQ2 inh: inactive; Kir21 inh: 1.3

How did COc1cc2c(=O)nc3n(c2cc1OC)C(c1ccccc1)N=C(N)N3 (stereo not given) do in these assays?
KCNQ2 inh: inactive; Kir21 inh: 2.3

How did O=C1CCCN1CCCN1CC(C(=O)N(CCO)Cc2ccccc2)CCC1=O (stereo not given) do in these assays?
KCNQ2 inh: inactive; Kir21 inh: -0.56

Results for O=C(Nc1ccccc1)c1ccccc1OCc1ccc(S(=O)(=O)N2CCOCC2)cc1 ?
KCNQ2 inh: inactive; Kir21 inh: 0

Results for Cc1cc(N/N=C/c2c(O)ccc3ccccc23)nc(-c2ccccc2O)n1 ?
KCNQ2 inh: inactive; Kir21 inh: 2.1

Results for CC1(C(=O)N2CCOCC2)CCCCC1 ?
KCNQ2 inh: inactive; Kir21 inh: 1.1

Results for CC(=O)SC1CC(=O)N(c2c(C)cccc2C)C1=O (stereo not given) ?
KCNQ2 inh: inactive; Kir21 inh: 0.36

Results for CCOc1cc(C)ccc1OCc1nnc(SCC(=O)c2cccc([N+](=O)[O-])c2)n1C ?
KCNQ2 inh: inactive; Kir21 inh: -1.6

What do the screens show for `O=C(O)c1ccc(NS(=O)(=O)/C=C/c2ccccc2)cc1O`?
KCNQ2 inh: inactive; Kir21 inh: 1.5

Results for Cc1c(/C=N/NC(=O)c2cc(C(C)(C)C)[nH]n2)c2ccccc2n1C ?
KCNQ2 inh: inactive; Kir21 inh: 0.02

What do the screens show for `O=C(O)CNC(=O)CC1S/C(=N/N=C/c2ccccc2O)NC1=O` (stereo not given)?
KCNQ2 inh: inactive; Kir21 inh: 0.93

How did CC1CCCC(NC(=O)C2CCCN2S(=O)(=O)c2cccc3nsnc23)C1C (stereo not given) do in these assays?
KCNQ2 inh: inactive; Kir21 inh: 1.4

What do the screens show for `NC(=O)c1cccc(NC(=O)CCCCC(=O)Nc2cccc(C(N)=O)c2)c1`?
KCNQ2 inh: inactive; Kir21 inh: 0.18

Results for O=C(CSc1nccc(-c2ccc(Br)cc2)n1)NCCc1ccccc1 ?
KCNQ2 inh: inactive; Kir21 inh: -0.86

How did COc1cc(NC(=S)N2CCN(S(C)(=O)=O)CC2)cc(OC)c1 do in these assays?
KCNQ2 inh: inactive; Kir21 inh: 0.05

Results for Cc1oc(-c2ccccc2F)nc1CN1CCC(C(=O)NC2CC2)CC1 ?
KCNQ2 inh: inactive; Kir21 inh: 0.4

Results for COc1ccc(CCNC(=O)C/C(C)=N/NC(=O)c2ccc(N)cc2)cc1OC ?
KCNQ2 inh: inactive; Kir21 inh: -0.86

Results for CN(C)S(=O)(=O)NC(c1ccccc1)c1ccccc1 ?
KCNQ2 inh: inactive; Kir21 inh: -0.51

How did CC(NC(=O)c1cc(COc2ccccc2)on1)c1nccs1 (stereo not given) do in these assays?
KCNQ2 inh: inactive; Kir21 inh: 1.3

What do the screens show for `C=C(C)C(=O)Nc1cccc(C2=NOC3(C2)C[C@@H](C(N)=O)N(C(=O)c2ccc(OC)cc2)C3)c1` (stereo not given in full)?
KCNQ2 inh: inactive; Kir21 inh: 0.23

What do the screens show for `COCCNC(=O)c1cnn2c1NC(c1ccco1)CC2C(F)(F)F` (stereo not given)?
KCNQ2 inh: inactive; Kir21 inh: -2

What do the screens show for `CC1=C(C(=O)OCC2CCCO2)C(c2ccccc2)C2=C(CCCC2=O)N1` (stereo not given)?
KCNQ2 inh: inactive; Kir21 inh: -1.9

What do the screens show for `CN=C1SC(CC(=O)Nc2ccccc2F)C(=O)N1C` (stereo not given)?
KCNQ2 inh: inactive; Kir21 inh: -1.9

Results for Cc1cccc(Cn2nnc3ccccc32)c1O ?
KCNQ2 inh: inactive; Kir21 inh: 2.9

What do the screens show for `Nc1nonc1C(=O)NCCNC(=O)c1cccs1`?
KCNQ2 inh: inactive; Kir21 inh: 0.06

What do the screens show for `Cc1cccc(N2CCN(S(=O)(=O)c3ccc(-c4coc(C)n4)cc3)CC2C)c1` (stereo not given)?
KCNQ2 inh: inactive; Kir21 inh: -0.46

What do the screens show for `C=CCOn1c(=O)c(-c2ccc(C)cc2)[n+]([O-])c2ccccc21`?
KCNQ2 inh: inactive; Kir21 inh: 0.2

How did CC(C)CN(C(=O)COC(=O)CSc1ccc([N+](=O)[O-])cc1)C1CCS(=O)(=O)C1 (stereo not given) do in these assays?
KCNQ2 inh: inactive; Kir21 inh: -1.3

How did Cc1ccnc(NC(=O)C2CCN(S(=O)(=O)c3cccc4nonc34)CC2)c1 do in these assays?
KCNQ2 inh: inactive; Kir21 inh: 0.19

Results for O=C(O)CCC(=O)Nc1cccc(-c2nc3ccccc3o2)c1 ?
KCNQ2 inh: inactive; Kir21 inh: 0.72

Results for CC(C)N(C(=S)Nc1cc(S(=O)(=O)N2CCOCC2)ccc1Cl)c1ccccc1 ?
KCNQ2 inh: inactive; Kir21 inh: -1

Results for CC(=O)NCCC1CCN(C(=O)C2CCC(=O)N(C3CCCC3)C2)CC1 (stereo not given) ?
KCNQ2 inh: inactive; Kir21 inh: 0.05

Results for OCCNc1nc(Nc2cc(Cl)ccc2OC2CCCC2)nc(N2CCCC2)n1 ?
KCNQ2 inh: inactive; Kir21 inh: 1.7

How did CC1SC(C)C(=O)N(CC(=O)Nc2ccc3c(c2)OCO3)C1=O (stereo not given) do in these assays?
KCNQ2 inh: inactive; Kir21 inh: -0.52

How did O=C(CNC(=O)c1ccccc1Br)N/N=C/c1cc(Br)ccc1O do in these assays?
KCNQ2 inh: inactive; Kir21 inh: -0.84

How did O=C1OC(c2ccccc2)=C/C1=C/N1CCOCC1 do in these assays?
KCNQ2 inh: inactive; Kir21 inh: 0.83

How did CCN(Cc1ccccc1)C(=O)c1c(-c2ccccc2Cl)noc1C do in these assays?
KCNQ2 inh: inactive; Kir21 inh: -0.09

What do the screens show for `COc1cc(C2SCC(=O)N2Cc2ccccc2)cc(OC)c1OC` (stereo not given)?
KCNQ2 inh: inactive; Kir21 inh: -3.1

Results for CCN(Cc1ccncc1)C(=O)c1cccc(S(=O)(=O)N2CCOCC2)c1 ?
KCNQ2 inh: inactive; Kir21 inh: -1.1

What do the screens show for `Cc1ccc(NC(=O)C2CC(=O)N(c3ccc4c5c(cccc35)CC4)C2)cc1` (stereo not given)?
KCNQ2 inh: inactive; Kir21 inh: -0.21

What do the screens show for `CC1CC(=O)N(C)c2cc([N+](=O)[O-])ccc2N1` (stereo not given)?
KCNQ2 inh: inactive; Kir21 inh: 1.2

Results for COc1ccc(N2CC(C(=O)Nc3ccccc3C(=O)NC3CC3)CC2=O)cc1 (stereo not given) ?
KCNQ2 inh: inactive; Kir21 inh: 1.2

What do the screens show for `CN(C)c1ccc(C(=O)Nc2ccc(S(=O)(=O)Nc3nccs3)cc2)cc1`?
KCNQ2 inh: inactive; Kir21 inh: 1.3

Results for COc1cccc(C(=O)Nc2nnc(C3CCCO3)s2)c1 (stereo not given) ?
KCNQ2 inh: inactive; Kir21 inh: -0.67

What do the screens show for `CCc1ccc(CN(C)CCc2ccccn2)cc1`?
KCNQ2 inh: inactive; Kir21 inh: -0.4

Filtered by structure, the entries above with a CF3 group (three)
Results for COC(=O)C(NC(=O)c1ccc(C)cc1)(Nc1cccc(C)n1)C(F)(F)F (stereo not given) ?
KCNQ2 inh: inactive; Kir21 inh: 1.6

What do the screens show for `CC(C)(C)N1[C@@H](CC(=O)O)c2cc(C(F)(F)F)ccc2S1(=O)=O`?
KCNQ2 inh: inactive; Kir21 inh: 1

What do the screens show for `COCCNC(=O)c1cnn2c1NC(c1ccco1)CC2C(F)(F)F` (stereo not given)?
KCNQ2 inh: inactive; Kir21 inh: -2

Continued.
Results for Oc1c(Br)cc(Br)c(/C=N/n2c(-c3ccccc3)n[nH]c2=S)c1Br ?
KCNQ2 inh: inactive; Kir21 inh: 1.8

Results for CCc1nc2ccccc2n1CCc1ccccc1 ?
KCNQ2 inh: inactive; Kir21 inh: -2.7

What do the screens show for `CCCOC(=O)c1cc(-c2ccc(C=O)o2)ccc1Cl`?
KCNQ2 inh: inactive; Kir21 inh: 0.71

How did CC(=O)c1ccccc1NS(=O)(=O)c1ccccc1Cl do in these assays?
KCNQ2 inh: inactive; Kir21 inh: 1

What do the screens show for `COc1ccccc1CNCC(O)(c1ccc(F)cc1)c1ccc(F)cc1`?
KCNQ2 inh: inactive; Kir21 inh: -5.9*

How did CCc1cc2c(N3CCCCC3)ncnc2s1 do in these assays?
KCNQ2 inh: inactive; Kir21 inh: -0.39

Results for Cc1noc(C)c1CSc1ncnc2ccccc12 ?
KCNQ2 inh: inactive; Kir21 inh: -0.29

What do the screens show for `COc1ccc(S(=O)(=O)N2CCN(c3ccc(F)cc3)CC2)cc1OC`?
KCNQ2 inh: inactive; Kir21 inh: 0.83

Screening data: PubChem, Johns Hopkins Ion Channel Center

Rows are unselected. About 1.8% of those tested had a hit in this group.
